ssDAF-12 act: activates DAF-12 receptor from parasite S. stercoralis; HEK293 ssDAF-12/GRIP1 lit1-tk-luc reporter, luminescence; % of 3 µM dafachronic acid response; activation, % at 6.8 µM; hit rate 1% among 370,000;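 active means activation above the mean over all tested compounds plus 3 SD, cut at about 0.9% in these data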;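 further: 0% = DMSO-only wells and 100% = 3 µM delta7-dafachronic acid wells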
PLC-gamma1 inh: inhibitors of human phospholipase C gamma1. inhibition, % at 12.2 µM. purified PLC-gamma1, fluorogenic substrate, fluorescence. hit rate 0.84% among 370,000. P19174. AID 720700; in the data active means inhibition above about 9.5%
hcDAF12 agonist: activators of H. contortus DAF-12 nuclear receptor; HEK293 hcDAF-12 lit1-tk-luc reporter, luminescence; 0% DMSO, 100% Δ7-dafachronic acid; activation, % at 6.8 µM; hit rate 1.4% among 370,000;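 active means activation above the mean of all tested compounds plus 3 SD, cut at about 5.5% in these data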;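 further: 100% = response to 3 µM Δ7-dafachronic acid high control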
Rev-erbA mod: modulates human Rev-erb alpha binding to DNA; hit rate 0.79% among 370,000; Rev-erbα–FITC-DNA binding, fluorescence polarization, 90 min; P20393; activity, % at 10 µM;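 active means activity above about 14%, limit read from the data; passing the limit was not always enough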;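 further: 0% = DMSO wells with 35 nM protein and 100% = DMSO wells with 750 nM protein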
DAX1 inh-1: NR0B1 (DAX1) inhibition | P51843 | HEK293 Gal4-DAX1 luciferase reporter, luminescence | inhibition, % at 6.75 µM | hit rate 0.99% among 340,000 | AID 504766;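 active means inhibition above the mean over all tested compounds plus 3 SD, cut at about 4.2% in these data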;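 further: 0% = DAX1-transfected cells with DMSO and 100% = empty-vector control cells with DMSO; inhibition shows as a rise in luminescence from relieved DAX1 repression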
Target sequence (P51843 207-470 limits assumed): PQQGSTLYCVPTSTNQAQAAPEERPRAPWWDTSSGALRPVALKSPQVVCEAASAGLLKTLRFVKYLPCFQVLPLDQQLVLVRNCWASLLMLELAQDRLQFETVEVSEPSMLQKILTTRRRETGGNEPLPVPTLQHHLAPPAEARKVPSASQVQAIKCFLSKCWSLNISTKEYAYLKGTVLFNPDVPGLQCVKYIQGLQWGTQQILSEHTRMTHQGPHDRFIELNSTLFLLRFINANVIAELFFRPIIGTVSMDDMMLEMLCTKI
SMARCA2 act: SMARCA2 function activation, primary screen | MG213 cells, MMTV-luciferase reporter, dexamethasone, overnight | activation, % at 9.1 µM | hit rate 1% among 370,000 | AID 652017; in the data active means activation above about 7.8%;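 further: 0% = vehicle wells and 100% = reference activator wells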
ADAM17 inh: ADAM17 inhibition, QFRET primary screen | P78536 | recombinant ADAM17, EDANS/DABCYL FRET peptide cleavage | inhibition, % at 6.95 µM | hit rate 0.83% among 370,000;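 active means inhibition above the mean of compounds lying between control limits plus 3 SD, set per campaign, cut at about 8.5% in these data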;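 further: 0% = DMSO-only wells as the low control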
PLC-beta3 inh: blocks human PLC-beta3 enzyme activity | Q01970 | Purified PLC-beta3, fluorogenic substrate, fluorescence | inhibition, % at 12.2 µM | hit rate 0.18% among 370,000 | AID 720704; in the data active means inhibition above about 11%;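 further: 0% = median of compound wells on plate and 100% = full blocker control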
DAX1 inh-2: blocks DAX1 repression of SF-1 activated StAR promoter | HEK293T StAR-luciferase reporter, SF-1/DAX-1 repression relief | inhibition, % at 6.8 µM | hit rate 1.1% among 370,000 | AID 652010;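 active means inhibition above the mean over all tested compounds plus 3 SD, cut at about 3.6% in these data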;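 further: 0% = DAX-1 cells with DMSO and 100% = cells lacking DAX-1 with DMSO; higher inhibition means more luminescence from relief of DAX-1 repression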
hgDAF12 agonist: agonists of H. glycines DAF-12 nuclear receptor | HEK293 GAL4-hgDAF12 UAS-luciferase reporter, agonist luminescence; normalized to butyrate control | activation, % at 6.8 µM | hit rate 1.8% among 370,000 | AID 687014;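 active means activation above a cutoff set at the mean of all screened compounds plus 3 SD, cut at about 10% in these data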;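 further: 0% = DMSO wells and 100% = sodium butyrate wells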
MBD2 inh: blocks human MBD2 binding to methylated DNA; inhibition, % at 4.4 µM; hit rate 0.31% among 370,000; Q9UBB5; TR-FRET, MBD2 binding to methylated oligonucleotide; in the data active means inhibition above about 13%
Target sequence (Q9UBB5 whole entry, looked up): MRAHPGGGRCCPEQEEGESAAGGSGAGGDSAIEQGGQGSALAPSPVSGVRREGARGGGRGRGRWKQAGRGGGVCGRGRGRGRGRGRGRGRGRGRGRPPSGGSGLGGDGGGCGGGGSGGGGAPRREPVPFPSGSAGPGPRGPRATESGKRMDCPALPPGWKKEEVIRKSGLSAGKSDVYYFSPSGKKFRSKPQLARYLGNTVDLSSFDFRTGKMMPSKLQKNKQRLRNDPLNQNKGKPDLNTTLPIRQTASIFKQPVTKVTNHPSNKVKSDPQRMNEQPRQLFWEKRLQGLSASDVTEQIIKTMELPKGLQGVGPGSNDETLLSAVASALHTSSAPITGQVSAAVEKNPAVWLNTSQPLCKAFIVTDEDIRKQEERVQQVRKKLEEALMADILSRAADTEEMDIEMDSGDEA
The depositor's hits bear a star; i = inactive; nt = not tested or not shown.

SMILES | ssDAF-12 act | PLC-gamma1 inh | hcDAF12 agonist | Rev-erbA mod | DAX1 inh-1 | SMARCA2 act | ADAM17 inh | PLC-beta3 inh | DAX1 inh-2 | hgDAF12 agonist | MBD2 inh
COc1ccccc1N1CCN(C(=O)c2cc(S(=O)(=O)N3CCCCC3)ccc2C)CC1 | -0.7 | 1 | -0.8 | -1 | -0.8 | -5 | -4 | -2 | -2.1 | -3.9 | 2
COc1ccc(-n2nnnc2SCC(=O)c2ccc(O)c(O)c2)cc1 | -1.0 | 2 | -1.6 | -7 | -0.5 | 0 | 6 | 2 | 0.3 | -1.5 | 6
CCCOc1ccc(N2CC(C(=O)Nc3ccccc3F)CC2=O)cc1 (stereo not drawn) | -1.6 | -1 | -1.1 | 0 | 2.3 | 0 | 3 | -2 | -0.2 | -0.8 | 0
Cc1cccc(Nc2nc(-c3cccs3)cs2)n1 | 4.0* | -4 | 20* | -1 | 4.7* | 0 | -8 | -11 | 2.8 | 17* | -1
Cc1ccccc1OCCC(=O)OCC(=O)NCCc1ccccc1 | -0.6 | 1 | -0.8 | 2 | -0.2 | -1 | -4 | -11 | 0.2 | -1.2 | 4
Cc1cccc(N2CCN(C(=O)C3CC(=O)N(c4ccc5c(c4)OCCO5)C3)CC2C)c1 (stereo not drawn) | -1.7 | 5 | -4.2 | -2 | -1.2 | -2 | -2 | 2 | -3.4 | 1.1 | 3
CCN(CC(=O)Nc1c(F)cccc1F)C(=O)/C=C/c1ccc(C)cc1 | 0.0 | -3 | 0.3 | 3 | -0.2 | 7 | -1 | -5 | 2.1 | 8.5 | -2
CC(C)CNC(=O)C(=O)NNC(=O)c1ccco1 | 0.2 | 1 | -2.1 | -3 | nt | 1 | 0 | 3 | 0.1 | -1.6 | 0
CN1CCC(N[C@@H](Cc2c[nH]c3ccccc23)C(=O)NCC(c2ccccc2)c2ccccc2)(C(=O)NC2CCCCC2)CC1 | -1.1 | 8 | -0.9 | -4 | nt | nt | 0 | 3 | nt | 1.2 | 5
COc1cccc(NC(=O)N2CCc3nc(Nc4ccc(C(C)C)cc4)ncc3C2)c1 | -2.1 | -16 | -4.4 | -5 | nt | 2 | 3 | -17 | -3.2 | -5.7 | 2
CC(C)(C)OC[C@H](NC(=O)c1[nH]cnc1C(=O)Nc1ccccc1F)C(=O)OC(C)(C)C | -1.2 | 4 | 0.2 | 0 | 0.3 | -2 | 4 | 5 | 1.0 | 3.0 | -5
CC(=O)Nc1ccc(CNc2nc(NCc3cccs3)nc3ccsc23)cc1 | -1.7 | 0 | -2.0 | -3 | nt | -2 | 1 | 2 | 0.8 | -2.8 | -5
O=C(Nc1ccc(-c2nc3cc(Cl)ccc3c(=O)o2)cc1)c1ccco1 | -0.7 | -6 | -0.8 | 27* | 1.1 | 2 | -6 | -4 | 0.0 | 2.4 | -1
CN1CC(=O)N(CC(=O)Nc2ccc(Cl)c(C(F)(F)F)c2)C1=O | -0.9 | 0 | -1.6 | 2 | 0.4 | 1 | 0 | 0 | -0.4 | -1.9 | 0
Cc1ccc(-c2nnc(Nc3ccc(C(=O)N(C)C)cc3)c3ccccc23)cc1S(=O)(=O)NC(C)(C)CO | -1.7 | -199 | -2.7 | 9 | -1.5 | 1 | -6 | -291 | -0.5 | 1.2 | 3
O=C(COc1ccc(Cl)cc1Cl)NN=C1c2ccccc2-c2ccccc21 | -1.1 | -1 | -1.0 | -16 | 0.3 | -4 | -2 | -2 | -0.2 | -1.5 | 1
O=C(CSc1nnc(CNC(=O)C23CC4CC(CC(C4)C2)C3)n1-c1ccc(F)cc1)Nc1ccc(F)cc1 | -1.1 | 1 | -2.3 | 3 | 0.1 | -5 | -3 | 5 | 0.1 | -1.6 | 3
CCc1nnc2c3cnn(-c4ccccc4)c3ncn12 | -0.9 | -5 | 0.2 | 3 | 0.5 | 5 | -2 | -8 | 0.7 | 3.3 | 1
CC(C)(C)[C@@H]1C=C(C(=O)O)[C@H](c2ccc(Cl)cc2)N1S(=O)(=O)c1ccccc1 | -1.1 | 1 | -1.1 | -7 | -1.1 | -3 | -3 | 0 | -2.0 | -2.1 | 6
CCOC(=O)N1CCN(C(=O)c2cn(C)c(=O)c3c2c2ccccc2n3C)CC1 | -1.1 | -19 | -1.0 | 2 | 1.0 | -3 | -247 | -39 | 0.7 | 0.6 | -8
CCCCOC(=O)Nc1sc2nc(C)cc(C)c2c1-n1cccc1 | -0.7 | 0 | 2.3 | 4 | 0.9 | 2 | -1 | 2 | 1.1 | -2.2 | 2
O=C(NCc1ccc(Cl)cc1)C1CCN(S(=O)(=O)c2cccnc2)CC1 | -0.5 | 6 | -1.0 | -1 | -0.7 | -2 | 4 | 0 | 0.2 | 0.1 | 3
COc1cc(=O)n(C)c2c(OCC3OC(C)(C)OC3(C)C)cccc12 (stereo not drawn) | -0.4 | 1 | -1.6 | 4 | 2.3 | 1 | 0 | -1 | -0.1 | 2.7 | 6
Cc1ccc2sc(-c3ccc(NC(=O)/C=C\C(=O)O)cc3)nc2c1 | 0.5 | i | 6.2* | -10 | -1.8 | 1 | i | i | 5.3* | 12* | 1
Cc1nonc1C1CCCN1C(=O)c1cc(COc2ccc(F)cc2F)on1 (stereo not drawn) | 0.0 | 1 | 2.7 | 5 | 1.0 | 5 | 1 | -6 | 3.2 | 15* | 0
O=C(O)CSCC(=O)NCc1ccc(Cl)cc1 | -1.4 | 0 | -1.5 | 11 | -1.3 | 0 | 0 | 2 | -0.1 | -0.5 | 3
CCOc1ccc(C(O)Cc2nc3ccccc3n2C)cc1 (stereo not drawn) | -1.1 | 3 | 0.1 | -4 | 0.3 | 5 | 0 | 4 | 1.6 | 8.8 | 0
COc1ccc(C(=O)N2CCN(c3c(C)cccc3C)CC2)cc1OC | -1.5 | -10 | -1.7 | -4 | -0.1 | -1 | -3 | -8 | -0.7 | -0.3 | 5
C#CCOCCOCCOCCNc1nc(N2CCOCC2)nc(N2CCN(C(=O)[C@H](Cc3ccc(O)cc3)n3cc(CCO)nn3)CC2)n1 | -1.1 | 0 | 0.8 | 2 | 0.2 | 0 | -4 | 3 | -0.3 | 2.6 | 0
CCc1nnc(NS(=O)(=O)c2ccc(NC(=O)c3ccccc3)cc2)s1 | -0.3 | -1 | -1.6 | -1 | 0.2 | 1 | -4 | -11 | 0.2 | 0.9 | -5
Cc1cc(NC(=O)c2ccccc2)nc2c1c(=O)oc1ccccc12 | -0.1 | -4 | 4.3 | 12 | 0.6 | 1 | 0 | 1 | 0.0 | 4.7 | -1
N#Cc1ccccc1OCc1cn(CC(=O)c2ccc(O)cc2)nn1 | -0.4 | -1 | 0.9 | 3 | 0.6 | 0 | -5 | -2 | -0.2 | 4.6 | 13
Cc1ccc(C(C(=O)NCc2ccc(F)cc2)N(C(=O)c2csnn2)C2CC2)o1 (stereo not drawn) | -0.7 | -2 | 1.0 | -1 | 1.0 | -1 | -4 | 1 | 0.1 | -1.4 | -3
Cc1cc(C)c2c(=O)[nH]c(=O)n(Cc3ccccc3)c2n1 | -1.1 | 1 | 0.4 | 23* | 0.7 | 3 | -1 | -2 | -0.3 | -0.5 | 3
Cc1ccc(O)c(-c2[nH]ncc2C(=O)c2ccc(Br)cc2)c1 | -1.1 | 3 | -2.3 | -5 | -0.7 | 0 | 4 | -10 | 0.4 | -3.0 | 8
COc1cc(C#N)ccc1OC(=O)C1CCN(C(=O)c2ccc(F)cc2)CC1 | -1.1 | 5 | -0.7 | 2 | 0.6 | -1 | -4 | 1 | 0.8 | 0.7 | -2
COc1ccc(-n2nc(C(=O)NCC(=O)NCc3cccc(F)c3)c3ccccc3c2=O)cc1Cl | -1.3 | -21 | -1.4 | 14 | 1.0 | 1 | -4 | -35 | -0.3 | -0.5 | 2
Cc1cc2[nH]c(=O)c(=O)[nH]c2cc1S(=O)(=O)Nc1cccc(Cl)c1 | -1.2 | -2 | -1.3 | 0 | 0.5 | -1 | -3 | -1 | -1.0 | 1.7 | -3
COc1ccc(N(CC(=O)NCc2ccco2)S(=O)(=O)c2ccccc2)cc1 | -2.2 | 1 | -0.9 | 5 | 1.2 | -2 | -3 | -3 | 0.9 | -1.8 | 3
Cc1ccc2cc(F)ccc2n1 | -0.7 | 3 | 4.1 | -2 | nt | -3 | -8 | -1 | -0.4 | -0.3 | 5
CCOc1ccc(NC(=O)CN(C2CCCCC2)S(C)(=O)=O)cc1 | -1.0 | 2 | -0.6 | -3 | 0.1 | -2 | -2 | 3 | 0.0 | 0.8 | -6
CCCn1c(SCC(=O)Nc2cccc(C)n2)nc2c1c(=O)n(C)c(=O)n2C | -1.3 | 3 | 0.9 | 2 | 0.2 | -3 | 2 | 1 | 0.4 | 2.2 | -3
CN1CCN(S(=O)(=O)c2cccc(C(=O)N(Cc3nnc(-c4ccc(Cl)cc4)o3)C3CC3)c2)CC1 | -1.4 | -3 | -1.4 | -5 | 0.0 | -2 | -5 | -8 | -3.7 | 0.6 | 0
O=C(Oc1coc(CSc2ncccn2)cc1=O)c1cccs1 | -0.2 | 2 | -0.3 | 6 | -1.2 | -4 | -3 | -7 | -0.6 | 3.4 | -3
CN1CCN(c2ccccc2NC(=O)c2ccc(N3CCOCC3)c([N+](=O)[O-])c2)CC1 | -1.1 | 5 | -1.5 | -3 | 0.4 | -2 | -4 | -3 | -0.9 | -2.1 | -7
COc1ccc(C=NNC(=O)CCCCC(=O)NN=Cc2ccc(OC)cc2)cc1 | -1.0 | 5 | -0.1 | -15 | 1.9 | -2 | -5 | 1 | -0.6 | 1.6 | -6
CC1CCCCN1C(=O)COC(=O)C1CCN(S(=O)(=O)c2c(Cl)cccc2Cl)CC1 (stereo not drawn) | -0.9 | -1 | 0.7 | 1 | 0.0 | 0 | -2 | -5 | 0.4 | 0.0 | -4
Cc1cc2c3c(c1C)C1(C(=O)N3C(C)(C)CC2C)C(C#N)=C(N)OC2=C1C(=O)CC(C)(C)C2 (stereo not drawn) | -1.3 | 0 | 0.2 | -8 | -1.8 | -4 | -7 | -1 | -0.4 | -1.5 | -5
Cc1ccc(OC(=O)c2cccnc2)cc1 | -1.9 | 2 | -0.4 | -3 | 0.4 | 0 | 3 | -1 | 1.0 | -2.5 | -2
COc1ccc(NC(=O)Nc2ccc3c(c2)C(=O)N([C@H](C)CO)C[C@H](C)[C@@H](CN(C)Cc2ccc(Cl)c(Cl)c2)OCCCC[C@@H](C)O3)cc1 | -1.2 | 2 | -0.6 | -10 | 1.2 | -2 | 5 | 0 | -0.8 | 2.3 | 4
CC1CN(c2nc3ccccc3nc2SCC(=O)N2CCN(S(=O)(=O)c3ccc(F)cc3)CC2)CC(C)O1 (stereo not drawn) | -1.5 | -19 | -3.5 | 3 | nt | -4 | 5 | -25 | -3.3 | -4.5 | -2

Entries of single compounds, quoted from the list. Screens in order: ssDAF-12 act	PLC-gamma1 inh	hcDAF12 agonist	Rev-erbA mod	DAX1 inh-1	SMARCA2 act	ADAM17 inh	PLC-beta3 inh	DAX1 inh-2	hgDAF12 agonist	MBD2 inh
Cc1ccccc1OCCC(=O)OCC(=O)NCCc1ccccc1 reads -0.6	1	-0.8	2	-0.2	-1	-4	-11	0.2	-1.2	4
CC(C)(C)[C@@H]1C=C(C(=O)O)[C@H](c2ccc(Cl)cc2)N1S(=O)(=O)c1ccccc1 reads -1.1	1	-1.1	-7	-1.1	-3	-3	0	-2.0	-2.1	6

Compound activity: PubChem, several laboratories
